# eIF4E-4G inh: blocks eIF4E binding to eIF4G; P63073+Q04637; TR-FRET eIF4E-eIF4GI(517-606) binding, 2 h; inhibition, % at 21.7 µM; 220,000 tested, 0.37% active; AID 782;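 active means inhibition above about 30%, limit read from the data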;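 further: 0% = full FRET control wells and 100% = background wells lacking eIF4GI fragment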
# EP2 mod: modulators of human EP2 prostaglandin E2 receptor; P43116; EP2-expressing cells, cAMP HTRF FRET, PGE2 co-stimulation; induction, % at 25 µM; 260,000 tested, 0.83% active;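 active means compounds whose cAMP rise, as percent of the full-agonist control response, exceeds 60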;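 further: rat C6 glioma line stably carrying human EP2 under a CMV promoter; the protocol text gives 20 µM as final concentration; 100% = response of wells given 1 µM PGE2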
# NPY Y1 blocker: antagonists of human neuropeptide Y receptor Y1 | P25929 | inhibition, % at 3.6 µM | HEK293-CNG Y1 cells, membrane potential fluorescence; NPY at EC95, then isoproterenol | 200,000 tested, 1% active;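 active means inhibition above the campaign mean inhibition of all tested compounds plus 3 SD, cut at about 20% in these data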;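 further: 0% = DMSO wells given NPY plus isoproterenol and 100% = isoproterenol alone without NPY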
#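 Benchmarks – high control isoproterenol alone, low control NPY with isoproterenol · Material – HEK293 Y1/CNG channel cell line · Times – dye 3 h, compound 60 min room temperature, stimulation 45 min · Probe or stimulus – NPY (25 nM), isoproterenol (1 µM), Ro 20-1724 (25 µM) · Evaluation – % inhibition of NPY effect · Signal – fluorescence, membrane potential probe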
# S1P4 agonist: agonists of human S1P4 receptor | O95977 | S1P4-expressing cell line, agonist reporter assay | activation, % at 4.98 µM | 220,000 tested, 0.35% active | AID 1509; in the data active means activation above about 11%;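 further: 0% = DMSO vehicle and 100% = reference agonist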
# p97 ATPase inh: inhibitors of human p97 ATPase; AID 1481; 220,000 tested, 0.42% active; inhibition, % at 8 µM; P55072; recombinant p97 ATPase, Kinase-Glo ATP luminescence, 3 h; in the data active means inhibition above about 15%;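 further: 0% = DMSO vehicle and 100% = wells lacking enzyme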
# S1P4 antag: blocks the human S1P4 receptor; S1P4-expressing cells, antagonist mode, reporter read-out; O95977; AID 1510; 220,000 tested, 0.26% active; inhibition, % at 4.98 µM; in the data active means inhibition above about 29%;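 further: 0% = wells stimulated with agonist and 100% = vehicle wells without agonist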
# NPY-Y1 PAM-ag: human NPY-Y1 potentiation or agonism, primary screen; AID 1304; NPY-Y1 expressing cells, potentiator/agonist activation; 220,000 tested, 0.37% active; activation, % at 3.6 µM; in the data active means activation above about 33%, passing the limit was not always enough;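 further: cells stimulated with NPY at EC10 then isoproterenol at EC100; 0% = low agonist plus stimulus and 100% = saturating agonist plus stimulus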
# PGE2 EP2 inh: EP2 receptor (human) inhibition | C6 glioma cells expressing human EP2, cAMP TR-FRET; cells stimulated with saturating PGE2 | P43116 | inhibition, % at 25 µM | 260,000 tested, 0.52% active;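 active means percent inhibition above 40 after rounding to a whole number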;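 further: rat C6 glioma host cells with rolipram phosphodiesterase inhibitor present; the protocol text gives 20 µM as final concentration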
# NPY-Y2 PAM-ag: human NPY-Y2 potentiation or agonism, primary screen; cells expressing NPY-Y2, potentiator/agonist read-out; 220,000 tested, 0.45% active; P49146; activation, % at 3.6 µM; in the data active means activation above about 27%;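 further: cells stimulated with NPY near EC25 plus isoproterenol at EC100; 0% = vehicle plus submaximal agonist and 100% = vehicle plus saturating agonist; some results beyond the cut were filed as inactive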
# Numbers without * were called inactive; . = not tested or not shown; & = joins results of further samples; [ ] = remark or other dose.
SMILES,eIF4E-4G inh,EP2 mod,NPY Y1 blocker,S1P4 agonist,p97 ATPase inh,S1P4 antag,NPY-Y1 PAM-ag,PGE2 EP2 inh,NPY-Y2 PAM-ag
CCOC(=O)c1sc(N)nc1-c1ccccc1,-5,5,2,0.2,0,-4,3,9,17
COc1cccc2c(=O)n(CC(=O)N3CCCCCC3)ccc12,2,18,4,1.4,1,-26,1,9,5
COc1ccc2c(c1)CCc1c(C(=O)N3CC4(C)CC3CC(C)(C)C4)noc1-2 (stereo not given),-10[fluorescence artefact?],-13,6,-1.6,-5,-4,-13,8,-6
CCOc1cc(CO)c(Br)cc1OCC(=O)O,0[fluorescence artefact?],16,-2,-1.3,2,-9,-8,7,4
COC(=O)c1cc(NC(=O)CCc2c(C)nc3ncnn3c2C)cc(C(=O)OC)c1,.,-5,2,-1.0,2,-15,-15,-1,-1
C=CCN(CC=C)C(=S)NC(=O)/C=C/c1ccccc1,1,33,0,-0.3,-2,-2,6,11,1
Cc1ccc(Nc2cc(C)nc3nc(C)nn23)c(C)c1,-1,8,1,2.0,6,6,10,2,5
CC1(C)CC(CNCCC(c2ccc(F)cc2)c2ccco2)CCO1 (stereo not given),-5,-13,.,-1.4,1,9,-9,8,-37
COc1ccc(NC(=O)CSc2nc(N)c(C#N)cc2C#N)cc1,0,2,1,-1.7,0,11,-4,3,-12
Cc1cc(N2CCCC2)nc2ccc(NC(=S)NC(C)C)cc12,-6,-36,0,-1.1,-2,-1,-2,11,1
COc1ccc(/C=N/NC(=O)c2ccc(Br)o2)cc1Cn1cc([N+](=O)[O-])cn1,1,16,5,0.5,6,-13,21,7,27
CCOC(=O)C1=C(C)NC2=C(C(=O)CCC2)C1c1ccsc1 (stereo not given),1,20,-4,-1.6,-4,-6,-7,12,-2
CC1(C)Cc2c(C#N)c(N3CCN(C(=O)c4ccco4)CC3)nc(-c3ccco3)c2CS1,3,18,19,3.1,2,-19,5,6,7
COc1ccc(N2CCN(CCCNC(=O)C3CCCN(S(=O)(=O)c4cnc[nH]4)C3)CC2)cc1 (stereo not given),3,5,3,-0.6,6,-9,11,15,10
N#Cc1c2n(c3c(=O)n(Cc4ccc(Cl)cc4)cnc13)CCCCC2,-3,16,3,-0.4,2,-2,12,17,-3
CCOc1ccc(-c2cc(NC(=O)Cn3ncc4c3-c3ccccc3OC4)on2)cc1OCC,-8,23,5,-0.2,-7,-19,-14,12,-1
O=C(/C=C/c1cccc([N+](=O)[O-])c1)N1CCOCC1,1,-10,-2,0.7,6,-24,-18,6,5
CCOc1cc(/C=C/C(=O)c2ccc(O)cc2)ccc1OCC(=O)N(C)C,1,11,-5,3.8,-3,-1,-21,7,8
O=C(CCCN1C(=O)c2ccccc2C1=O)Oc1ccc(Cl)cc1,3,-39,3,-1.9,-5,-3,-9,31,-18
CC(=O)c1cc2c(cc1NC(=O)CSc1nc3ccc(C)cc3[nH]1)OCO2,4,-7,4,-0.6,2,-3,-9,7,7
Cc1ccc(NC(=O)c2cc(Cl)ccc2[N+](=O)[O-])cc1C,14,-10,-2,0.1,4,6,16,7,24
c1ccc(-n2c(-c3cccs3)nc3nc4ccccc4nc32)cc1,4,6,2,0.9,6,-18,13,3,11
CCN1C(=O)NC2=C(C(=O)c3ccccc32)C1c1ccccc1F (stereo not given),-7,34,-9,-1.1,0,7,15,17,11
Cc1cccc(NC(=O)CSc2nnc(CNC(=O)c3ccc(S(=O)(=O)N(C)C)cc3)n2-c2ccccc2)c1,-2,-17,-5,2.2,2,-22,11,9,12
Nc1nc(SCC(=O)OCc2ccccc2)[nH]c(=O)c1NC(=O)c1ccco1,-1,2,-1,-0.5,6,6,7,5,-11
O=C(COc1ccc(Cl)cc1)NCc1nnc(SCC(=O)Nc2ccccc2)o1,-1[fluorescence artefact?],-18,1,1.0,-8,1,1,23,4
Cc1cc(=O)oc2cc(OC(=O)CCN3C(=O)c4ccccc4C3=O)ccc12,2,19,4,1.1,0,-5,11,5,11
Cn1nc(-c2ccccc2)c(C(=O)NCC(=O)O)c1Cl,-5,-2,11,-0.4,6,-5,-1,8,-1
CCOc1ccccc1-c1nc2c([nH]1)c(=O)n(C)c(=O)n2C,-2,35,0,2.3,-4,-9,-6,4,-7
CSc1nc2ccccc2cc1/C=C(\C#N)c1ccc(Cl)cc1Cl,0,20,15,-2.8,-8,2,-5,8,-13
CC1CCCCC12NC(=O)N(CC(=O)Nc1ccccc1N1CCOCC1)C2=O (stereo not given),2,-1,-4,3.2,-4,6,8,5,9
NC(=O)CC[C@@H]1NC(=O)[C@H](CO)NC(=O)c2cc([N+](=O)[O-])cc(I)c2NCC[C@@H](C(N)=O)NC1=O,1,6,-1,1.7,8,9,-22,6,3
COC(=O)c1ccc(-c2ccco2)n1Cc1ccccc1Cl,-3,71*,6,1.0,-3,5,9,6,-6
O=C(Nc1cc([N+](=O)[O-])ccc1N1CCOCC1)c1ccco1,1,-19,5,-1.4,-4,-8,-3,8,-4
C1CCc2nnc(-c3nnc4n3CCCCC4)n2CC1,-12[fluorescence artefact?],10,3,-1.6,-1,-5,-14,-4,2
Cc1cc(C)n(-c2nc(NCCN(C)C)c3c4c(sc3n2)CCCC4)n1,3,-17,.,-1.4,6,23,-75,10,-85
O=C(c1cc(Cl)ccc1[N+](=O)[O-])N1CCc2ccccc2C1,-2,22,0,4.0,9,0,-19,7,4
Cc1cc(C)cc(C(=O)NCC(=O)OCC(=O)c2cc(C)n(CC(F)(F)F)c2C)c1,3[fluorescence artefact?],2,4,-0.2,-7,-7,10,6,3
CC(C)Cc1nc(SCC(=O)Nc2ccc(S(N)(=O)=O)cc2)n[nH]1,0,-4,4,-2.0,4,18,22,3,-2
N#Cc1ccc(Cl)cc1NC(=O)COC(=O)[C@H](CCC(N)=O)NC(=O)c1ccc(F)cc1,-6,31,-1,2.2,5,9,-8,2,-4

# Some of the entries above in another layout:
Molecule	eIF4E-4G inh	EP2 mod	NPY Y1 blocker	S1P4 agonist	p97 ATPase inh	S1P4 antag	NPY-Y1 PAM-ag	PGE2 EP2 inh	NPY-Y2 PAM-ag
CSc1nc2ccccc2cc1/C=C(\C#N)c1ccc(Cl)cc1Cl	0	20	15	-2.8	-8	2	-5	8	-13
CC1CCCCC12NC(=O)N(CC(=O)Nc1ccccc1N1CCOCC1)C2=O (stereo not given)	2	-1	-4	3.2	-4	6	8	5	9

# Grouped by structure: those above with a Cl atom.
SMILES,eIF4E-4G inh,EP2 mod,NPY Y1 blocker,S1P4 agonist,p97 ATPase inh,S1P4 antag,NPY-Y1 PAM-ag,PGE2 EP2 inh,NPY-Y2 PAM-ag
N#Cc1c2n(c3c(=O)n(Cc4ccc(Cl)cc4)cnc13)CCCCC2,-3,16,3,-0.4,2,-2,12,17,-3
O=C(CCCN1C(=O)c2ccccc2C1=O)Oc1ccc(Cl)cc1,3,-39,3,-1.9,-5,-3,-9,31,-18
Cc1ccc(NC(=O)c2cc(Cl)ccc2[N+](=O)[O-])cc1C,14,-10,-2,0.1,4,6,16,7,24
O=C(COc1ccc(Cl)cc1)NCc1nnc(SCC(=O)Nc2ccccc2)o1,-1[fluorescence artefact?],-18,1,1.0,-8,1,1,23,4
Cn1nc(-c2ccccc2)c(C(=O)NCC(=O)O)c1Cl,-5,-2,11,-0.4,6,-5,-1,8,-1
CSc1nc2ccccc2cc1/C=C(\C#N)c1ccc(Cl)cc1Cl,0,20,15,-2.8,-8,2,-5,8,-13
COC(=O)c1ccc(-c2ccco2)n1Cc1ccccc1Cl,-3,71*,6,1.0,-3,5,9,6,-6
O=C(c1cc(Cl)ccc1[N+](=O)[O-])N1CCc2ccccc2C1,-2,22,0,4.0,9,0,-19,7,4
N#Cc1ccc(Cl)cc1NC(=O)COC(=O)[C@H](CCC(N)=O)NC(=O)c1ccc(F)cc1,-6,31,-1,2.2,5,9,-8,2,-4

# (more compounds)
SMILES,eIF4E-4G inh,EP2 mod,NPY Y1 blocker,S1P4 agonist,p97 ATPase inh,S1P4 antag,NPY-Y1 PAM-ag,PGE2 EP2 inh,NPY-Y2 PAM-ag
COc1cc(/C=C2/NC(=O)N(Cc3ccccc3F)C2=O)cc(OC)c1O,4,-39,-3,-0.1,6,-3,0,6,-10
CCc1nc(N=C(N)N)nc2ccccc12,0,-32,-1,0.7,5,-20,22,6,4
CCC(C)c1ccccc1NC(=O)COC(=O)C1=COCCO1 (stereo not given),-2,11,-2,-0.1,0,-10,10,9,12
Cc1oc(-c2ccccc2Cl)nc1CN1CCCCC1CO (stereo not given),0,3,7,2.4,7,-12,-18,0,-15
CCOC(=O)Cc1cc(=O)n2[nH]c(C)c(-c3ccccc3OC)c2n1,3,-5,7,0.2,12,-9,12,4,2
O=C(OCc1ccccc1Cl)c1ccccc1C(=O)c1ccccc1,19,82*,8,-1.3,-9,-12,14,4,-1
Cc1noc(C)c1CSc1nnc(-c2ccncc2)n1-c1ccc(Cl)c(Cl)c1,3,22,1,0.0,1,8,-37,8,10
Cc1cccc(NC2=CC(=O)CC(C)(C)C2)c1C,4,17,6,-0.1,2,-2,12,10,2
O=C(CN1C(=O)c2ccccc2C1=O)c1ccccc1,1[fluorescence artefact?],-3,0,0.7,2,-1,-1,7,7
COC(=O)c1cc(N2CCN(C)CC2)nc2ccccc12,0,-13,6,2.2,2,-6,-6,4,9
COc1ccc(N2CCN(C(=O)C(Cc3ccccc3)n3cccc3)CC2)cc1 (stereo not given),0,6,0,1.6,-6,-3,5,11,-5
CC(C)(C)NC(=O)CSc1nnc(Cc2ccc3c(c2)OCO3)n1C1CCCCC1,-9,5&-2,0,2.1,-5,-10,-7,7&12,6
COc1ccc(-c2nnc3ccc(SC(C(C)=O)C(C)=O)nn23)cc1OC,-5,7,2,0.8,0,1,-4,15,9
COC(c1ccccc1)c1nnc(CCC(=O)N2CCN(Cc3cccs3)CC2)o1 (stereo not given),2,-2,3,0.4,-5,-3,7,4,-5
O=c1[nH]cnc2ccsc12,1,30,0,2.0,5,1,-5,3,-3
N#C/C(=C(/O)COC(=O)c1ccc(O)cc1)c1nc2ccccc2[nH]1,0,-42,.,0.7,5,5,7,11,-37

# Screening data deposited in PubChem BioAssay by several laboratories.

# An excerpt. The share of hits here may be higher or lower than overall.
